High-throughput results (PubChem)
TrxR1 substrate: substrates of rat thioredoxin reductase 1; O89049; purified TrxR1 substrate turnover, NADPH consumption readout; Potency, µM (titrated, usually from 114 µM), for inactives: at the top dose activity change, negative = substrate turnover; 390,000 compounds, 0.01% hits; AID 588456; also: potency is read from the fitted curve at half-maximal effect; % is scaled to controls: 0 for no effect and ±100 for the full control effect; nearly all actives have a fitted effect of over 50% in size
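Rat TrxR1, dispensed at 90 nM, was prereduced with 400 uM NADPH (final) for 5 min at ~22 deg C, then incubated with compound 15 min before 400 uM selenite. A first-read NADPH fluorescence drop versus no-compound background flagged substrates.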
Tb PGK inh: inhibitors of T. brucei phosphoglycerate kinase; P07378; PGK/GAPDH coupled, Kinase-Glo luminescence, 60 min; Potency, µM (titrated, usually from 57.5 µM), for the others: at the top dose activity change, negative = inhibition, usual class: inhibitors; 380,000 compounds, 0.043% hits; AID 602233; also: potency is read from the fitted curve at half-maximal effect; % is scaled to controls: 0 for no effect and ±100 for the full control effect; nearly all actives have a fitted effect of over 60% in size
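Recombinant glycosomal PGK reaction used 1,3-bisphosphoglycerate generated in-well by GAPDH (100nM final) in 100mM TEA pH 7.6, 5mM MgCl2, 0.01% Tween-20. After 60 minutes at room temperature, ATP was read by Kinase-Glo Plus luminescence end-point.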
GLS inh: blocks human kidney-isoform glutaminase activity | AID 624170 | O94925 | Potency, µM (top dose mostly 45.5 µM), inactives show at the highest dose activity change, negative = inhibition, actives largely listed as inhibitors | 410,000 compounds, 0.21% hits | GLS enzymatic activity, qHTS titration; also: potency is read from the fitted curve at half-maximal effect; % is scaled to controls: 0 for no effect and ±100 for the full control effect
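Read-out is an Amplex red fluorescence increase coupled through glutamate oxidase and HRP, measured before and after 30 min room-temperature incubation. hKGA is in 45 mM KH2PO4 (pH 8.2) with 0.02% Tween-20; glutamine added as 1mM solution.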
IDH1 R132H inh: blocks human mutant IDH1 R132H enzyme. O75874. IDH1-R132H enzyme, NADPH consumption, diaphorase/resazurin fluorescence. Potency, µM (top dose mostly 76.6 µM), for the others: at the highest dose activity change, negative = inhibition, usual class: inhibitors. 390,000 compounds, 0.093% hits. AID 602179; also: potency is read from the fitted curve at half-maximal effect; % is scaled to controls: 0 for no effect and ±100 for the full control effect; nearly all actives have a fitted effect of over 65% in size
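IDH1-R132H (0.5 ug/mL) preincubated 30 min with compound, then NADPH (0.016 mM) and alpha-KG (2 mM) added; 80 min at RT, pH 7.5. Remaining NADPH coupled via diaphorase/resazurin to fluorescence (540/590 nm); concentration-response curves normalized to no-enzyme control.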
HP1b binding inh: HP1-beta chromodomain-methylated histone interaction inhibition; 390,000 compounds, 0.56% hits; AlphaScreen HP1-beta / biotin-H3K9me3 peptide binding; AID 540317; Potency, µM (highest dose often 114 µM), without a hit: at the top dose activity change, negative = inhibition, most hits filed as inhibitors; also: potency is read from the fitted curve at half-maximal effect; nearly all actives have a fitted effect of over 70% in size; inactives centre near 23
Target sequence (P83916 whole entry, looked up): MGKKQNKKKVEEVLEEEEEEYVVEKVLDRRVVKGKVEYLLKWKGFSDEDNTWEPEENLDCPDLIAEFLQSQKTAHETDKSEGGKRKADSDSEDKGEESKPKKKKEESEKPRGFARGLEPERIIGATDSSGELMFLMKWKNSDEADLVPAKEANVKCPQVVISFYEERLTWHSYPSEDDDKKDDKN
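HP1-beta protein (50 nM final) preincubated 30 min at room temperature with biotinylated H3(1-18)K9me3 peptide (50 nM) in PBS pH 7.4, 0.01% Tween-20, then compound added for 30 min. AlphaScreen streptavidin donor/nickel chelate acceptor beads (10 ug/mL final), 30 min dark, luminescence read.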
rTrxR1 inhibitor: inhibitors of rat thioredoxin reductase 1 | recombinant rTrxR1, NADPH fluorescence consumption, selenite substrate | Potency, µM (top dose mostly 114 µM), without a hit: top-dose activity change, negative = inhibition, hits mostly inhibitors | 390,000 compounds, 1% hits | AID 588453; also: potency is read from the fitted curve at half-maximal effect; % is scaled to controls: 0 for no effect and ±100 for the full control effect; nearly all actives have a fitted effect of over 65% in size
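Rat TrxR1 (90 nM in the dispensed reagent) was pre-reduced with 400 uM NADPH for 5 min at room temperature, then incubated with compound for 15 min. After 400 uM selenite was added, NADPH fluorescence (Ex 340/Em 450 nm) was followed for 8 min.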
USP1-UAF1 inh: blocks the human USP1/UAF1 deubiquitinase complex | O94782 | recombinant USP1/UAF1, Ub-Rhodamine cleavage fluorescence | Potency, µM (doses to about 57.1 µM), for the others: at the highest dose activity change, negative = inhibition, usual class: inhibitors | 390,000 compounds, 0.23% hits | AID 743255; also: potency is read from the fitted curve at half-maximal effect; % is scaled to controls: 0 for no effect and ±100 for the full control effect; nearly all actives have a fitted effect of over 60% in size; inactives centre near -12
Target sequence (O94782 whole entry, looked up): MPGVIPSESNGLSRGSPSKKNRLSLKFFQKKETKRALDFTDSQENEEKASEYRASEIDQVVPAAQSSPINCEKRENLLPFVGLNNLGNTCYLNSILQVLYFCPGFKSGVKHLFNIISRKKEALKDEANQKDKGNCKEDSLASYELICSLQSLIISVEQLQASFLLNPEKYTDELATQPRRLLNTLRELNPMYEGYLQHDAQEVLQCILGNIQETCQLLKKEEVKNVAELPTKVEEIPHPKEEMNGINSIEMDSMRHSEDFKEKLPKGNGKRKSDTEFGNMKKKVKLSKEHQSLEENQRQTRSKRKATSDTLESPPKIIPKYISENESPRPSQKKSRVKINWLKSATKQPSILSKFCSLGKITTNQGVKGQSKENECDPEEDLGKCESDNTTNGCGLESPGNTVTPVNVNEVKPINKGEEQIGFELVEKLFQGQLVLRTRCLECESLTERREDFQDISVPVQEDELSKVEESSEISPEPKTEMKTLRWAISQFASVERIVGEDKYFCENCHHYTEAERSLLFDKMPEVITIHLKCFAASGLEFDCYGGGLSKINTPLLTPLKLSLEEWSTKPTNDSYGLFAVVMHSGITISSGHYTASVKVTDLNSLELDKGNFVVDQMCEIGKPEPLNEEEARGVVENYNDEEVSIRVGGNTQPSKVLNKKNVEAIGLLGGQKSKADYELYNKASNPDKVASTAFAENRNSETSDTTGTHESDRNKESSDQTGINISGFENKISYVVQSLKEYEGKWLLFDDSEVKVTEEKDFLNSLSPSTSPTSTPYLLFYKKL
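USP1/UAF1 complex at 1 nM was preincubated with compound for 15 min at room temperature, then Ub-Rho substrate (150nM final) was added. Fluorescence (480/540 nm) was read kinetically, 6 reads every 60 seconds.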
Pin1 inh: human Pin1 inhibition; 390,000 compounds, 0.009% hits; Potency, µM (doses to about 115 µM), for inactives: at the highest dose activity, negative = inhibition, actives largely listed as inhibitors; Q13526; Pin1 FP peptide displacement, HiFluor488, 10 min; active = well fitted inhibition curve with a large enough effect in the polarisation, with a control signal flat, not every such curve was filed as active; inconclusive = small, poorly fitted or top-dose-only effect, or effect the other way, or a change in a side signal; inactive = no such curve, though single readings can be large or run the other way; the % refers to the polarisation; also: potency is read from the fitted curve at half-maximal effect; % is scaled to controls: 0 for no effect and ±100 for the full control effect
PI4K2A inh: blocks human PI4K2A kinase activity; Q9BTU6; AID 1346378; purified PI4K2A, ADP-Glo luminescence, 1 h; stronger effect = lower value; activity change, negative = inhibition, % at 76.9 µM; 420,000 compounds, 0.13% hits; in the data active = activity change below about -50%; inconclusive = mostly about -30% to -49%;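 also: -100% = wells without enzyme as full effect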
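In this quantitative HTS, ADP production by PI4K2A was quantified luminescently after 1 h at ambient temperature; 100 microM adenosine served as plate-quality control.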
* = called active by the depositor; i = inactive; ? = inconclusive; . = not tested or not shown; [ ] = dose if it differs, or a comment. Unless noted, calls follow the shape of the dose curve; as a rule, active = well fitted curve in the direction sought with a large enough effect; inconclusive = small, poorly fitted or top-dose-only effect, or another doubt; inactive = no such curve, though single readings can be large; an effect the other way counts as inactive or inconclusive. Some of the compounds tested; the hit share may differ from the screen's.

#	structure	TrxR1 substrate	Tb PGK inh	GLS inh	IDH1 R132H inh	HP1b binding inh	rTrxR1 inhibitor	USP1-UAF1 inh	Pin1 inh	PI4K2A inh
1	Cc1cccc(NC(=O)CSCC(=O)Nc2ccccc2N2CCCC2)c1	2.1%	-8.5%	-9.9%	5.1%	-5.4%	0.3%[57.1 µM]	-8.6%	-10.6%	-1.7
2	COc1cccc(NC(=O)c2nc(S(C)(=O)=O)ncc2Cl)c1	5.8%	i	-2.0%	0.4%	83.4%[activator]	8.91µM*	-25.0%	5.3%	-1.2
3	O=C(Nc1cc(C(F)(F)F)ccc1Cl)c1ccc(NC(=O)C(F)(F)F)cc1	0.7%[57.1 µM]	-16.3%	24.1%	-7.3%	18.3%	0.7%[57.1 µM]	-9.4%	-1.7%	2.0
4	Cn1c(CCC(=O)OCC(=O)NCc2ccc3c(c2)OCO3)nc(=O)c2ccccc21	8.8%	-3.1%	4.0%	3.0%	37.5%	25.6%	-23.4%	5.3%	-0.7
5	CCN(CC)CC(=O)NC1CCCc2c1cnn2-c1cc(F)cc(F)c1 (centres undefined)	-2.0%	3.9%	14.9%	0.6%	27.6%	6.2%	-9.4%	0.1%	-2.3
6	CCC(CC)C(=O)Nc1cccc(C(=O)Nc2ccc3c(c2)OCO3)c1	-9.3%	.	-6.0%	6.4%	16.1%	13.8%	-8.6%	2.9%	4.4
7	COCCN(C(=O)COC(=O)c1ccc(Cl)nc1)c1c(N)n(Cc2ccccc2)c(=O)[nH]c1=O	2.1%[57.1 µM]	1.2%	10.0%	-8.1%	15.3%	-0.2%[57.1 µM]	-10.4%	-6.4%	4.9
8	COc1ccc(C(=O)COC(=O)c2cc(S(=O)(=O)NCc3ccccc3)ccc2O)cc1	-12.7%[57.1 µM]	-0.9%	-17.4%	1.1%	45.0%[activator]	6.5%[57.1 µM]	-15.7%	21.7%	-6.7
9	Cc1c(C(=O)N(C)C)sc2c1c(=O)n(-c1ccc(Cl)c(Cl)c1)c(=O)n2CC(=O)N1CCCCC1C (centres undefined)	-0.9%[57.1 µM]	i	-13.3%	-4.9%	-2.6%	17.9%[57.1 µM]	-11.5%	-6.7%	2.3
10	O=C(O)CSc1nc(-c2ccc(Cl)cc2)nc2c1oc1ccccc12	-11.2%	-16.9%	-33.8%	4.2%	23.5%	-17.2%	?	-2.3%	1.2
11	COc1cc(NC(=O)c2cc(C)no2)cc(OC)c1OC	0.8%	i	3.9%	13.2%	24.4%	15.8%	-23.7%	-0.4%	2.0
12	CC(C)CCn1c(SCC#N)nc2c(sc3ccccc32)c1=O	11.5%[57.1 µM]	-1.2%	-0.9%	-6.9%	49.8%[activator]	8.8%[57.1 µM]	-7.0%	-1.9%	-3.5
13	O=C(CN1CCC(NC(=O)C2CCCCC2)CC1)Nc1cccc(F)c1	1.3%	-2.0%	-4.1%	2.9%	21.8%	10.3%	-12.7%	-11.6%	0.2
14	O=C(NCc1ccco1)c1cnn2c(C(F)(F)F)cc(-c3ccco3)nc12	10.5%	3.4%	20.5%	1.6%	35.5%[activator]	-16.6%	-20.4%	52.9%[activator]	1.2
15	O=C(Nc1ccc(N2CCCC2)c(Cl)c1)c1ccc(Br)o1	-4.9%[57.1 µM]	-0.2%	-10.2%	12.5%	3.4%	-33.7%[57.1 µM]	-7.3%	?	0.9
16	COc1ccc(C2CC(=O)Nc3c2c(=O)[nH]c2nc4ccccc4n32)cc1OC (centres undefined)	0.7%	-1.7%	1.3%	-2.4%	50.3%[activator]	0.6%	-22.0%	-5.9%	-1.8
17	O=C(O)CN1C(=O)/C(=C\c2cccc(OCc3ccc(Cl)cc3Cl)c2)SC1=S	-6.4%	-13.4%	-5.8%	-3.0%	?	-6.5%	?	.	-8.2
18	CCC1=[N+](C)CCn2c(C)ccc21	6.4%[57.1 µM]	-0.7%	-1.7%	-0.6%	8.8%	0.0%[57.1 µM]	-10.6%	-1.3%	9.9
19	CN(C)c1oc(-c2cccs2)nc1C#N	458.0%[activator][57.1 µM]	-2.9%	-12.4%	1.5%	-12.2%	-96.2%	-18.1%	2.9%	1.5
20	Cc1cc(=O)[nH]c(NCCO)n1	0.2%[57.1 µM]	-4.5%	-6.7%	8.9%	-9.3%	6.2%[57.1 µM]	-6.6%	-12.4%	-1.5

Following part
#	structure	TrxR1 substrate	Tb PGK inh	GLS inh	IDH1 R132H inh	HP1b binding inh	rTrxR1 inhibitor	USP1-UAF1 inh	Pin1 inh	PI4K2A inh
21	CCOc1ccc(N=C2NC(=O)S/C2=C\c2ccc(OC)cc2)cc1	5.8%	-3.8%	1.8%	2.6%	0.2%	16.6%	25.0%	?	0.6
22	CC1=C(C)C(c2ccccc2)NC(=S)N1 (centres undefined)	-4.2%	0.6%	6.2%	0.4%	32.3%	?	-9.5%	-4.1%	2.1
23	Cc1ccc(CN2CC(C(=O)Nc3ccc(S(=O)(=O)N4CCCCC4)cc3)CC2=O)cc1 (centres undefined)	-9.5%	-0.6%	-1.5%	-3.5%	-2.6%	0.8%	0.4%	4.0%	-0.6
24	CC(=O)NC1(C(F)(F)F)NC(=O)N(c2ccc(F)cc2)C1=O (centres undefined)	-7.7%	-4.0%	-0.3%	0.0%	36.1%	-7.2%	-17.8%	1.1%	4.1
25	Cc1ccsc1/C=N/NC(=O)c1ccc2ccccc2c1	0.4%	-2.2%	-3.8%	8.7%	42.5%[activator]	22.8%	-18.7%	3.1%	-1.1
26	CCCCN1CCc2nc(Nc3ccc(OC)cc3OC)ncc2C1	1.3%[57.1 µM]	.	18.0%	.	-3.1%	14.5%[57.1 µM]	?	-3.6%	-2.1
27	Brc1ccc2[nH]c3c(N4CCc5ccccc5C4)ncnc3c2c1	-4.3%	-2.0%	0.2%	10.3%	58.0%[activator]	-19.8%	-23.4%	0.4%	-2.8
28	COC(=O)c1ccc(S(=O)(=O)NCCSc2nnc3c4ccccc4n(C)c3n2)cc1	-8.5%	-7.9%	6.4%	-2.0%	14.4%	0.1%	-5.1%	12.8%	-5.6
29	CCCCn1c(N)c(N(CCOC)C(=O)c2ccc(Br)s2)c(=O)[nH]c1=O	2.2%[57.1 µM]	i	-1.8%	9.4%	88.9%[activator]	6.4%[57.1 µM]	-16.7%	-0.5%	-2.4
30	Cc1cc(NC(=O)CSCC(=O)Nc2cc(Cl)ccc2N2CCN(C)CC2)no1	-0.7%	6.7%	1.3%	-5.2%	23.9%	10.9%	-5.0%	-1.3%	3.0
31	Cc1cc(NC(=O)c2cccc3c2C(=O)N(C2CCCCC2)C3)ccc1Br	-1.8%	4.5%	-1.5%	-6.3%	47.1%[activator]	4.7%	-10.5%	-1.1%	4.8
32	COC(=O)/C(C#N)=C/c1ccc(N2CCOCC2)c([N+](=O)[O-])c1	-12.7%	i	-3.7%	-9.6%	-8.4%	-8.3%	-9.0%	-9.9%	-4.9
33	Cc1cc(C)c(C(=O)O)c(Cl)n1	-0.3%	6.0%	8.5%	0.0%	41.4%[activator]	-17.4%	-12.7%	3.0%	-2.9
34	COc1ccc(C(=O)NC2CC2)cc1OC1CCN(Cc2cc(C)c(C)cc2C)CC1	-3.0%	-0.7%	-1.5%	4.0%	9.0%	-3.5%	-13.7%	0.4%	-2.7
35	Cc1cc(SCC(=O)NC2CCCCC2)nc2ccccc12	1.4%	-8.5%	-2.1%	-2.5%	29.9%	2.6%	-19.3%	1.3%	5.4
36	COC(=O)CCc1ccccc1S(=O)(=O)N(CCC(=O)OC)Cc1ccccc1	1.9%	.	.	.	-5.5%	?	.	2.0%	.
37	CN1CCC(=C(c2ccc(Cl)cc2)c2ccccn2)CC1	-2.5%[57.1 µM]	7.3%	-0.8%	-0.6%	34.3%	-7.4%[57.1 µM]	4.9%	4.8%	2.0
38	CCOC(=O)/C(O)=C(\C#N)c1nc2ccccc2[nH]1	-19.0%	-7.3%	-19.3%	14.9%	27.1%	-16.9%	-22.5%	2.5%	-4.1
39	COC(=O)C(Cc1ccc(O)cc1)NC(=O)C(CC(=O)OC(C)(C)C)NC(=O)OC(C)(C)C (centres undefined)	-5.8%	12.4%	-6.4%	-0.1%	12.7%	-8.5%[57.1 µM]	-1.8%	1.0%	-4.2
40	CCc1ccc(OCC(=O)Nc2c(C(=O)c3ccc(Br)cc3)oc3ccccc23)cc1	-0.5%	-1.5%	2.9%	19.4%	44.3%[activator]	25.9%	-4.4%	30.1%	-3.6
41	CN[C@H](C)C(=O)NC[C@H]1O[C@@H](n2cc(C)c(=O)[nH]c2=O)C[C@@H]1O	.	-7.2%	8.8%	7.6%	.	.	-5.3%	.	-5.6
42	COc1ccc(Cc2noc(CN(C)CC3(N4CCOCC4)CCCCC3)n2)cc1OC	-4.1%	-9.7%	5.7%	0.5%	20.5%	-4.2%	-4.0%	0.2%	-9.8
